Screening results from PubChem.
Cav32 inh – Cav3.2 calcium influx blockers – cell-based, Fluo-4 calcium fluorescence, FDSS, MLSMR library, primary screen | Voltage-dependent T-type calcium channel subunit alpha-1H (Homo sapiens), O95180 | B-score at 10 µM | Cav3.2-expressing cells; stronger effect = lower value | hit rate 4% among 100,000 | AID 449739, 2010;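 active = single-dose well whose peak fluorescence ratio is a statistical outlier from its plate by either plate-standardised score or position-corrected B-score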
The depositor's hits bear a star. Some of the compounds tested; count on the stated rates, not on these rows.

SMILES	Cav32 inh
COC(=O)C(C)Sc1nnc(Cc2cc(=O)[nH]c(=O)[nH]2)n1-c1cccc(OC)c1 (stereo unspecified)	0.16
CCn1c(=O)c2c(nc3n2CCS3)n(C)c1=O	1.1
COc1cc([C@H]2[C@@H]3CCCC[C@]3(O)CCN2Cc2ccccc2F)ccc1O	0.18
O=c1c2c(n3nnnc3n1Cc1ccccc1)-c1ccccc1CC21CCCC1	-0.84
N/C(=N\OC(=O)CCc1ccccc1)c1cccc(Br)c1	0.036
Cc1ccc(S(=O)(=O)Oc2ccc(/C=N/NC(=O)c3c(Cl)cnn3C)cc2)cc1	0.42
CCOc1ccc(C(=O)Nc2ccc(S(=O)(=O)N3CCOCC3)cc2)cc1OCC	0.94
CC(C)OC(=O)NCCOC(=O)Nc1ccc(Cl)c(Cl)c1	-7*
CCN(CC)C(=O)C(C)OC(=O)COc1ccc(Cl)cc1C (stereo unspecified)	0.043
CCOC(=O)c1cc(C)n(Cc2ccc(OCC)c(OC)c2)c1C	-1.8
N#Cc1c(C(F)(F)F)cc(-c2cccc(Cl)c2)[nH]c1=O	-2.7*
CC(=O)c1ccccc1OCCCN1CCCCC1	0.32
C/C(=N/NC(=O)Cc1cccc2ccccc12)c1cccs1	-0.32
CCOc1ccc(C)cc1S(=O)(=O)Nc1ccc(Cl)cn1	0.31
CCC(Sc1nc2ccc(N)cc2s1)C(=O)Nc1nccs1 (stereo unspecified)	0.25
Cc1[nH]c(=O)[nH]c(=O)c1S(=O)(=O)N1CCN(c2cccc(Cl)c2)CC1	0.61
CN1CCN(C(=O)C2CC(c3ccc(F)cc3)=NO2)CC1 (stereo unspecified)	1.4
Cc1cc(-c2nn3c(-c4ccccc4)nnc3s2)c2ccccc2n1	0.081
COc1ccc(CN2C(=O)[C@@H]3C(c4ccc(F)cc4)=NO[C@@H]3C2=O)cc1	1.4
COc1cc(OC)c(-c2nc3cnccc3n2C)cc1OC	0.35
O=C(c1cccs1)N1CCn2c1nc1ccccc12	0.12
Cc1ccc(-n2c(C)nc3oc4ccccc4c(=O)c3c2=O)cc1	-0.39
CCOC(=O)N1CCN(C(=O)c2ccc3nc(C)sc3c2)CC1	-0.34
CC(C)CN(CC(C)C)S(=O)(=O)c1cc([N+](=O)[O-])ccc1N1CCCCCC1	-5.2*
COc1ccc(C2C(C(=O)N3CCOCC3)CCC(=O)N2c2ccc(OC)cc2)cc1 (stereo unspecified)	0.83
CCCNC(=O)Cn1cnc2sc(C(=O)Nc3cc(OC)c(OC)c(OC)c3)c(C)c2c1=O	0.15
O=C(CN1c2cccc3cccc(c23)S1(=O)=O)N1CCOCC1	0.62
COc1cc(C2CC(=O)c3cnc(NC(C)=O)nc3C2)cc(OC)c1OC (stereo unspecified)	1.1
COc1cccc(N=c2oc3ccccc3cc2-c2nc3ccccc3[nH]2)c1	-1
Cc1nn(C)cc1CNC(=O)C1C2CCC(O2)C1C(=O)O (stereo unspecified)	-1.8
O=C(NCc1ccccc1)N1CCn2c(nc3ccccc32)C1	1.1
O=C(NCCO)C(F)(F)C(F)(F)C(F)(F)OC(F)(C(=O)NCCO)C(F)(F)F (stereo unspecified)	2.3
COc1ccc(-c2cnc(OC(C)(C)C)nc2OC(C)(C)C)cc1OC	-0.61
O=C(C1CCCCC1)N1CCC(c2nc3ccccc3[nH]2)CC1	0.073
Cc1ccc(S(=O)(=O)Nc2ccc3c(c2)nc(CN2CCCC2)n3C)cc1	0.29
CCC(CC)C(=O)Nc1nc(-c2ccc3c(c2)CCN3C(=O)C2CC2)c(C)s1	-1.4
Cc1ccc(S(=O)(=O)Cc2ccc(C(=O)NCCCN3CCCC3=O)o2)cc1	0.56
CCOC(=O)CSC1=C(C#N)C(c2ccc(Cl)cc2)C(C(=O)OC)C(=O)N1 (stereo unspecified)	-1.6
COc1ccccc1NC(=O)COc1ccc(CO)cc1Cl	-0.11
CN(C(=O)NC(=O)C1=C(N2CCOCC2)/C(=C/c2ccccc2)CC1)S(C)(=O)=O	2.4

Given with the structure last: entries from further up.
| Cav32 inh | structure |
| --- | --- |
| -0.39 | Cc1ccc(-n2c(C)nc3oc4ccccc4c(=O)c3c2=O)cc1 |
| -0.34 | CCOC(=O)N1CCN(C(=O)c2ccc3nc(C)sc3c2)CC1 |
| -5.2* | CC(C)CN(CC(C)C)S(=O)(=O)c1cc([N+](=O)[O-])ccc1N1CCCCCC1 |

An excerpt of these results, with the structure last:
Cav32 inh	canonical_smiles
-1	COc1cccc(N=c2oc3ccccc3cc2-c2nc3ccccc3[nH]2)c1
-1.8	Cc1nn(C)cc1CNC(=O)C1C2CCC(O2)C1C(=O)O (stereo unspecified)

Remaining list, next part.
SMILES	Cav32 inh
Fc1ccccc1-c1nnc2c3ccccc3nc(N3CCOCC3)n12	2.6
Cc1ccc(C2NC(=O)Cc3ccccc32)cc1 (stereo unspecified)	-0.97
CNc1sc(C(=O)c2cccs2)c(N)c1-c1nc2ccccc2s1	-0.48
CC(=O)C1=NN(c2ccccc2)C2(S1)S/C(=C\c1ccccc1)C(=O)N2c1ccccc1 (stereo unspecified)	-1.8
Cc1ccc(NC(=O)CCn2nc(C)cc2C)cc1	1.5
CC(CN1CCN(C)CC1)OC(=O)c1ccc(Cl)cc1Cl (stereo unspecified)	1
CCOC(=O)C1=C(C)N(Cc2ccc(C(=O)O)cc2)C(=O)NC1c1ccc([N+](=O)[O-])cc1 (stereo unspecified)	1
O=C1/C(=C\Nc2ccc(Cl)cc2)CCN1c1ncccn1	0.26
CN1CCN(Cc2cc(=O)oc3ccc(Cl)cc23)CC1	-0.0096
O=C(O)c1ccc2c(c1)C(=O)N(c1cc(C(=O)O)ccc1Br)C2=O	0.06
Cc1csc(SC(C)C(=O)Nc2ccc(Cl)cn2)n1 (stereo unspecified)	-0.59
CCCNC(=O)CSc1nc(-c2cccs2)cc(C(F)(F)F)n1	-0.76
COC(=O)CSc1nc(C)c2ccc(OC)cc2n1	0.81
CC(C)C(=O)Nc1cccc(C(=O)Nc2nccs2)c1	0.95
C=CCN1c2ccccc2[C@]23C[C@@H](C(=O)OC)N(C(=O)NCCC)C2=NC(C(=O)OC)=C(C(=O)OC)[C@H]13	-1.9
Nc1nc(CSc2ncccn2)nc(Nc2ccccc2)n1	0.22
Cc1cn([C@H]2C=C[C@@H](CO)O2)c(=O)[nH]c1=O	-0.0044
O=C(OCC(F)(F)F)c1cccc(COc2ccc3ccccc3c2)c1	-1.6
CN(CCOC(=O)c1ccc2c(c1)OCCO2)Cc1ccccc1	-0.15
CC(C)CCNC(=S)NC1CCCC1	0.5
COc1cc(C)nc(OCCNC(=O)COc2ccc(Cl)cc2Cl)n1	-0.33
O=C(Oc1ccccc1OC(=O)N1CCOCC1)N1CCOCC1	0.15
Cc1onc(-c2c(Cl)cccc2Cl)c1C(=O)c1c[nH]c(C(=O)NC2CC2)c1	0.36
O=C(CC1Oc2ccccc2NC1=O)NCCCN1CCN(Cc2ccccc2)CC1 (stereo unspecified)	-3.5
CCC(C)C(=O)Nc1nc(C)c(-c2csc(Nc3ccc(Cl)cc3)n2)s1 (stereo unspecified)	-0.024
CC1(C)CC(=O)C(C=NCCN2CCN(C(=O)C34CC5CC(CC(C5)C3)C4)CC2)=C(O)C1	2.5
CCOc1ccc2nc3c(cc2c1)CN(CCOC)C(=NCCOC)S3	-0.62
CCOc1ccc(C(=O)COC(=O)CC)cc1	1.7
COC(=O)C(Cc1ccc(O)cc1)NC(=O)C(C)Oc1ccccc1 (stereo unspecified)	1.4
COc1ccc(C)cc1S(=O)(=O)N(CC(=O)O)c1ccc(C)cc1	-0.62
Cc1ccccc1Cn1c2ccccc2c2cnn(CC(=O)N3CCN(c4ccccc4)CC3)c(=O)c21	-3.6
CCCCNC(=O)CSc1cc(=O)n(C)c2ccccc12	-0.74
Cn1nnc2cc(C(=O)NC3CCCCC3)ccc21	0.28
Cc1n[nH]c(C)c1S(=O)(=O)N1CCN(C(=O)c2ccco2)CC1	0.012
C#CCNC(=O)C1=C[C@H](C(C)(C)C)C[C@H](OCCCCO)O1	1.6
O=C(C1CCCN(S(=O)(=O)c2cnc[nH]2)C1)N1CC(=O)N(CCc2ccccc2)C(=O)C1 (stereo unspecified)	-0.68
CC(=O)N1CCC(Nc2ccc(C)cc2)CC1	-0.81
COc1ccc2c(c1)CCc1c(C(=O)N3CCCCCC3)noc1-2	-0.071
Cc1cc(-c2ccco2)n(CC(=O)NCc2ccccc2)n1	0.45
CCC1(C)Cc2c(c(=O)n(-c3ccccc3)c3ncnc(N)c23)CO1 (stereo unspecified)	0.55
CCOc1ccc(NC(=O)c2nn(C)cc2Br)cc1	-0.87
Cc1cc(NC(=O)c2cc3n(n2)C(C(F)(F)F)CC(c2ccco2)N3)no1 (stereo unspecified)	-0.13
Oc1ccc(C(c2nnnn2C2CCCC2)N2CCc3ccccc3C2)cc1 (stereo unspecified)	-6.9*
Cn1c(=O)[nH]c(=O)c2c1nc(NCCc1ccccc1)n2CC(O)COc1ccccc1 (stereo unspecified)	-0.05
CCOC(=O)c1c(C2CC2)csc1NC(=O)CSCc1c(C)noc1C	-2.3
COc1ccc2c(c1)[nH]c1c(=O)n(CC3CCCO3)cnc12 (stereo unspecified)	0.14
COc1ccc(Nc2nc(N3CCCC3)nc(N3CCOCC3)n2)cc1	0.23
Cc1cc(Cl)ccc1OCCCC(=O)NO	-0.0052
Cc1cc(NS(=O)(=O)c2ccc(NC(=O)C(C)Oc3ccc(Cl)cc3)cc2)no1 (stereo unspecified)	-0.21
COc1cc(-c2cc(=O)c3c(O)c(OC)c(OC)c(OC)c3o2)cc(OC)c1OC	0.029
CN(Cc1ccccc1)C(=O)CCNS(=O)(=O)c1ccc2c(c1)oc(=O)n2C	0.16
Cc1csc(NC(=O)CCn2c(=O)sc3ccccc32)n1	-3
C=CCn1c(-c2cccn(Cc3ccc(Cl)cc3)c2=O)n[nH]c1=S	0.15
Cc1c(NC2=NC3(CCCCC3)Cc3ccccc32)c(=O)n(C)n1-c1ccccc1	1.7
C=CCC(NCc1ccco1)c1ccc(OC)cc1 (stereo unspecified)	-0.063
O=C(CCS(=O)(=O)c1cccc2nonc12)N1CCCc2ccccc21	0.39
CCn1cc(C(=O)NCc2cccnc2)c2cc(OC)c(OC)cc2c1=O	2
O=C(NCCCCNC(=O)c1ccco1)c1ccco1	0.38
NC(=O)c1c(NC(=O)C2CCCO2)sc2c1CCC2 (stereo unspecified)	-0.15
Cc1cccc(-c2c3c(=O)n(C)c(=O)n(C)c3cn2C2CCCCC2)c1	0.64

New compounds follow:
SMILES	Cav32 inh
CC(C(=O)NCCCN1CCOCC1)n1cccc1C(=O)c1ccccc1 (stereo unspecified)	0.26
O=S(=O)(c1cccs1)N1CN(Cc2ccccc2)c2nc3ccccc3nc21	-0.4
CCN(CC)c1ncnc2c1cnn2C	0.02
CCOc1cc(C(=O)N2CCC(CC3CC(c4ccccc4)=NO3)(C(=O)NCc3ccc(OC)cc3)CC2)cc(OCC)c1OCC (stereo unspecified)	-2.1
CC(=O)c1cc(-c2ccccc2)[nH]c1N1CCOCC1	0.0021
CCCOc1ccc(/C(O)=C2/C(=O)C(=O)N(CCCOC)C2c2cccnc2)cc1 (stereo unspecified)	-0.014
COc1ccc(C(=O)Nc2cccnc2)cc1	0.11
Cc1cnc(C(=O)Nc2ccccc2C(=O)N2CCOCC2)cn1	0.0099
NC(=O)c1ccc(-c2ncc(-c3ccccc3)o2)cc1	1.3
Cc1ccc(SCc2cn3c(C)csc3n2)cc1	-0.7
COc1ccc(CN2CC[C@H]3C=CC[C@@H](C(=O)Nc4ccc(Cl)c(C(F)(F)F)c4)[C@H]3C2=O)cc1OC	-2.7
Cc1c(C(=O)N2CCN(c3ccc(C(F)(F)F)cn3)CC2)oc2ccccc12	-2
Cc1oc2ccc(O)c(CN3CCOCC3)c2c1C(C)O (stereo unspecified)	2
O=C(Nc1ccccc1C(=O)NC(Cc1ccccc1)C(=O)NC1CCCCCC1)c1ccccc1 (stereo unspecified)	-5.3*
O=C(NCc1ccccc1)c1ccc2c(c1)OCCO2	-0.81
CN(C)c1nc(Oc2ccc(=O)[nH]n2)nc(N2CCCCC2)n1	1.2
Cc1c(N2C(=O)c3ccc(Br)cc3C2=O)c(=O)n(-c2ccccc2)n1C	-4.4*
COC(=O)C1=C(C)C(c2cccs2)NC(=O)N1C (stereo unspecified)	0.00074
Cc1ccc(S(=O)(=O)NCCN2CCOCC2)cc1C	-0.22
Cc1ccc(C2SCC(=O)N2Cc2cn3ccsc3n2)o1 (stereo unspecified)	0.61
COC(=O)CCC/C=C1/SCC(NC(=O)c2ccccc2)C1=O (stereo unspecified)	0.22
CCOC(=O)c1cc(=O)n(Cc2ccccc2C)c2ccccc12	-4.3
Oc1ccc(Br)cc1-c1cc(-c2ccco2)[nH]n1	0.38
Nc1nc(-c2ccco2)cs1	0.85
COc1ccc(C2C(C#N)=C(C)NC3=C2C(=O)CC(C)(C)C3)cc1 (stereo unspecified)	2.4
COc1ccc(-c2nn(C)c(=O)c3ccccc23)cc1CNC(=O)c1ccco1	1.6

Single entries from the results shown:
COC(=O)CCC/C=C1/SCC(NC(=O)c2ccccc2)C1=O (stereo unspecified) in Cav32 inh has 0.22
COc1ccc(-c2nn(C)c(=O)c3ccccc23)cc1CNC(=O)c1ccco1 in Cav32 inh has 1.6
Oc1ccc(Br)cc1-c1cc(-c2ccco2)[nH]n1 in Cav32 inh has 0.38
Nc1nc(-c2ccco2)cs1 in Cav32 inh has 0.85
CCOC(=O)c1cc(=O)n(Cc2ccccc2C)c2ccccc12 in Cav32 inh has -4.3
